Source: PubChem BioAssay (National Center for Advancing Translational Sciences (NCATS))
MBNL1-CUG inh – blocks human MBNL1 binding to CUG repeat RNA | Q9NR56 | TR-FRET MBNL1-His/biotin-(CUG)12 binding, 665/545 ratio | Potency, µM (top dose mostly 57.5 µM), for inactives: at the top dose activity change, negative = inhibition, hits mostly inhibitors | hit rate 0.036% among 280,000 | AID 2675; active = well fitted inhibition curve with a large enough effect in the signal ratio, with a control signal flat, not every such curve was filed as active; inconclusive = small, poorly fitted or top-dose-only effect, or effect the other way, or a change in a side signal; inactive = no such curve, though single readings can be large or run the other way; the % refers to the signal ratio; also: % is scaled to controls: 0 for no effect and ±100 for the full control effect
Target sequence (Q9NR56 whole entry, looked up): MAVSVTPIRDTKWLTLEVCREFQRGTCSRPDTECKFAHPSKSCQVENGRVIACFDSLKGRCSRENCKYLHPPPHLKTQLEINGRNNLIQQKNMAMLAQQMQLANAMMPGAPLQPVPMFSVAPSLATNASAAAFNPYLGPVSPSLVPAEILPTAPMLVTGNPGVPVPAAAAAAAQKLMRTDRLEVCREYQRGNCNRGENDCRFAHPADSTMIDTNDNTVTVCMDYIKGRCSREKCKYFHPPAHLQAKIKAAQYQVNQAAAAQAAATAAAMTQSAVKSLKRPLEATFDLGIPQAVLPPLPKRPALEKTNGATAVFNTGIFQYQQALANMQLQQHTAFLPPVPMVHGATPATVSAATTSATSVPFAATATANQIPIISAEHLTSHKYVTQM
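Compounds (final 92 nM to 58 uM) are added to His-tagged MBNL1 and biotin-(CUG)12, then terbium anti-His antibody and streptavidin-XL665 (5 nM final). After 60 min at room temperature, the 665/545 nm ratio is read.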
Gal4-VP16 FLuc – counter-screen for ROR gamma inhibitors: Gal4-VP16 reporter. AID 2546. Potency, µM (highest dose often 53.6 µM), inactives show top-dose activity, negative = inhibition, most hits filed as inhibitors. Drosophila S2 Gal4-VP16 UAS-luciferase, luminescence, 20 h. hit rate 3.5% among 310,000;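 also: Gal4-VP16 expression switched on by copper sulfate through the metallothionein promoter; % is scaled to controls: 0 for no effect and ±100 for the full control effect; nearly all actives have a fitted effect of over 50% in size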
BRCA1 expr up – increases BRCA1 expression | hit rate 1.1% among 380,000 | MCF7-BRCA1-FFLuc reporter, luminescence, 48 h; response scale: scaled: vehicle 0%, 10 µM genistein 100% | Potency, µM (top dose mostly 46.1 µM), inactives show at the highest dose activation, usual class: activators | AID 624202; also: nearly all actives have a fitted effect of over 80% in size; some results filed as inactive show a strong effect at the top dose
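Luminescence from a BRCA1-driven firefly luciferase in MCF7 cells was read after 48 h compound exposure at 37 C. Data normalized against DMSO and a 10microM genistein activation control, then curve-fitted across the titration.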
uPA surface inh – inhibitors of cell surface uPA generation; cell surface uPA generation assay, qHTS; Potency, µM (highest dose often 38.3 µM), without a hit: at the top dose activity change, negative = inhibition, most hits filed as inhibitors; hit rate 0.31% among 330,000; AID 540303; active = well fitted inhibition curve with a large enough effect; inconclusive = small, poorly fitted or top-dose-only effect; inactive = no such curve, though single readings can be large or run the other way; tested in mouse RAW 264.7 cells; also: % is scaled to controls: 0 for no effect and ±100 for the full control effect; nearly all actives have a fitted effect of over 55% in size
RORgamma inh – inhibitors of mouse ROR gamma transcriptional activity; AID 2551; Potency, µM (highest dose often 53.6 µM), for inactives: at the top dose activity change, negative = inhibition, usual class: inhibitors; P51450; hit rate 5.4% among 310,000; Drosophila S2 Gal4-RORgamma UAS-luciferase reporter, 20 h; also: % is scaled to controls: 0 for no effect and ±100 for the full control effect; nearly all actives have a fitted effect of over 60% in size
Target sequence (P51450 whole entry, looked up, the tested form may be a part): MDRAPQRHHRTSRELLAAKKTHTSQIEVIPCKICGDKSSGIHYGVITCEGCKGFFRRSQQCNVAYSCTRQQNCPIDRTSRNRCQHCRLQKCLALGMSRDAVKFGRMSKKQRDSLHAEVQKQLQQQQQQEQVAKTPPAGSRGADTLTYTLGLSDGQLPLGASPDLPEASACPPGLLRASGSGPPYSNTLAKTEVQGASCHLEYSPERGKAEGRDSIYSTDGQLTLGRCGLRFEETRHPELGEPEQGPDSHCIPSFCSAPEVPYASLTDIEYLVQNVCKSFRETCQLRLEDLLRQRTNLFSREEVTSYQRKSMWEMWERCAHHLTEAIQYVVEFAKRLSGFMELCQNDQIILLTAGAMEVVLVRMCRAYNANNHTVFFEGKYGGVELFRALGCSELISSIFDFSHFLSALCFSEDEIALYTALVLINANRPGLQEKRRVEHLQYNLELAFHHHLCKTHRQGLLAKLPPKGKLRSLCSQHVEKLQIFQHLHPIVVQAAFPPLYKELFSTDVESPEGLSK
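Luminescence from a UAS-regulated Photinus luciferase reporter in stably transfected Drosophila Schneider cells is measured; decreased signal marks ROR gamma inhibition. Fusion expression is induced by 700 uM copper sulfate for 20 hr.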
FLuc counter – firefly luciferase modulation, counter-screen for miR-21 project; P08659; purified FLuc, Km substrates, luminescence inhibition; Potency, µM (top dose mostly 57.5 µM), inactives show at the top dose activity change, negative = inhibition, hits mostly inhibitors; hit rate 6.9% among 360,000; AID 588342;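 also: plate controls were vehicle for no effect and reference inhibitor for full effect; nearly all actives have a fitted effect of over 55% in size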
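Purified P. pyralis luciferase, 10 nM final, with Km-level 10 uM D-luciferin and 10 uM ATP in 50 mM Tris acetate pH 7.5, 10 mM Mg acetate, 0.01% Tween-20, 0.05% BSA; 6-point qHTS titration about 60 µM downward; luminescence read.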
ELG1 genotoxic – induces genotoxicity in HEK293T cells with luciferase-tagged ELG1. HEK293T ELG1-luciferase reporter, luminescence, 16 h. Potency, µM (top dose mostly 46 µM), for inactives: at the top dose activity change, positive = activation, hits mostly activators. hit rate 1.3% among 330,000; also: % of control where 0% means no effect; nearly all actives have a fitted effect of over 60% in size
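16 hr compound incubation (37 °C, 5% CO2) of HEK293T cells carrying luciferase-tagged ELG1; luciferase then measured by ONE-Glo luminescence after 30 min at RT.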
NPC1 prom act – activators of NPC1 promoter; AID 485313; hit rate 2.4% among 320,000; Huh7 NPC1 promoter luciferase reporter, 24 h; Potency, µM (series often up to 9.22 µM), for inactives: at the top dose activation, most hits filed as activators;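 also: % of control where 0% means no effect; nearly all actives have a fitted effect of over 60% in size; reporter is driven by a mutant NPC1 promoter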
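NPC1 promoter–luciferase Huh7 cells; 24 h compound; luminescence.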
p53 reactivator – restores transcriptional activity of mutant p53; H1299 p53-A138V BP100-luciferase reporter, luminescence, 24 h; Potency, µM (top dose mostly 92.2 µM), for the others: at the highest dose activity change, positive = activation, actives largely listed as activators; hit rate 0.063% among 320,000; AID 504706; also: % of control where 0% means no effect; nearly all actives have a fitted effect of over 45% in size
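p53-null H1299 cells stably carrying temperature-sensitive p53-A138V and a BP100-luciferase reporter were pinned with compounds (4-point, 1:5 series) and held 24 hrs at 37 deg C. Luminescence was read 10 min after detection reagent.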
Rab9 prom act – activators of Rab9 promoter. Huh7 Rab9 promoter-luciferase reporter, luminescence, 24 h. Potency, µM (top dose mostly 9.22 µM), without a hit: at the top dose activation, negative = inhibition, actives largely listed as activators. hit rate 2.8% among 320,000. AID 485297; also: % of control where 0% means no effect; nearly all actives have a fitted effect of over 60% in size
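Cell-based reporter: Huh7 stable for Rab9 promoter-driven luciferase, plated in reduced-serum medium with 10% FBS at 1500 cells/well, compound-treated 24 h at 37 °C, luminescence read after 10 min reagent.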
* = called active by the depositor; ? = inconclusive; · = no result given; & = joins results of further samples; [ ] = remark or other dose. Unless noted, calls follow the shape of the dose curve; as a rule, active = well fitted curve in the direction sought with a large enough effect; inconclusive = small, poorly fitted or top-dose-only effect, or another doubt; inactive = no such curve, though single readings can be large; an effect the other way counts as inactive or inconclusive. Potency is read from the fitted curve at half-maximal effect.

SMILES	MBNL1-CUG inh	Gal4-VP16 FLuc	BRCA1 expr up	uPA surface inh	RORgamma inh	FLuc counter	ELG1 genotoxic	NPC1 prom act	p53 reactivator	Rab9 prom act
O=[N+]([O-])c1cccc(-c2cn3ccccc3n2)c1	-9%	3%	?	-7%	22%	-1%	1%	-4%	0%	-3%
CCN(CC)CCn1c(NC(=O)c2ccccc2O)nc2ccccc21	2%	5µM*	-5%	?	2.5µM*	?	-8%	-3%	33%	-3%
O=C(N/N=C/c1cn[nH]c1-c1ccc(Cl)cc1)c1ccc([N+](=O)[O-])cc1	?	?	-33%	0%	10µM*	-6%	3%	-4%	1%	8%
Cc1[nH]c2ccccc2c1/C=N/NC(=O)CCC(=O)NCc1ccccc1	-12%	-2%	-24%	5%	-15%	-1%	0%	-6%	-3%	-3%
Cc1ccc(NC(=O)COc2ccccc2C(=O)Nc2ccccc2)cc1Cl	·	-17%	0%	-5%	32%	?	1%	4%	-4%	-3%
Cn1c(/C(C#N)=C/C2CC=CCC2)nc2ccccc21 (stereo not drawn)	-3%	?	-2%	-24%	?	?	?	-2%	7%	2%
OCc1ncc(-c2ccccc2)s1	10%	-6%	38%	-3%	25%	-12%	11%	12%	2%	16%
COc1ccc(OCCn2cnc(Cl)c2Cl)cc1	1%	-5%	44%	-3%	32%	4%	2%	3%	0%	16%
O=C(O)Cn1nc(C(F)(F)F)c2c1CCCCC2	0%	-6%	-25%	4%	-4%	2%	4%	-1%	-4%	7%
Cc1ccc(C)c(C(=O)COC(=O)c2ccccc2N2C(=O)C3C4CCC(C4)C3C2=O)c1 (stereo not drawn)	-4%	-2%	35%	-7%	4%	7.6µM*	-6%	14%	4%	6%
COc1ccc(CC2(CO)CCN(CC3=CC[C@H]4C[C@@H]3C4(C)C)CC2)cc1	12%	-7%	5%	-21%	23%	-1%	-5%	0%	-3%	-2%
CCOc1ccc(S(=O)(=O)N(C)c2ccc(OCC(=O)Nc3ccccc3F)cc2)cc1	·	·	-18%	-2%	·	-1%	-2%	-2%	2%	-9%
CCCN(CC(=O)Nc1ccc(C(N)=O)cc1)CC(=O)Nc1ccc(Cl)cc1Cl	4%	-15%	-11%	0%	-25%	3%	4%	1%	4%	-6%
Cc1cccc(OCC(=O)Nc2cc(C)ccc2O)c1	10%	-17%	-32%	-12%	-44%	?	11%	-18%	18%	-18%
CCCN1C2CCCC1CC(NC(=O)c1ccccc1F)C2 (stereo not drawn)	?	-8%	-35%	2%	-19%	3%	0%	2%	-2%	-2%
COc1ccc(/C=C/C(=O)N(C)CC(=O)Nc2cccc(F)c2)cc1S(=O)(=O)N1CCCCC1	·	·	-71%	?	·	-3%	-1%	-13%	-9%	-10%
Cc1cccc(-c2n[nH]c(=S)n2/N=C/c2ccc(C)s2)c1	3%	5.6µM*	-12%	-15%	11µM*	2%	0%	-3%	1%	-4%
CCOC(=O)c1sc2nc(SCC#N)n(CC3CCCO3)c(=O)c2c1C (stereo not drawn)	-1%	17%	-26%	·	7%	-1%	-8%	-6%	-2%	-10%
COc1ccc(N2Cc3ccccc3C2=O)cc1	-1%	?	?	-11%	-2%[1.91 µM]	3.4µM*	1.8µM*	?	·	0.5µM*
O=C(COc1ccc(Cl)cc1)NNC(=O)c1cccnc1	7%	0%	-3%	-1%	16%	-6%	0%	1%	6%	-2%
Cc1cc(OCC(=O)NCc2ccncc2)c2c(C)c(C)c(=O)oc2c1	0%	-9%	-27%	2%	-44%	-1%	6%	20%	-2%	11%
COC(=O)[C@]1(Cc2ccccc2)N[C@H](CN(C)C(=O)Nc2ccccc2)[C@@H]2C(=O)N(Cc3ccccc3)C(=O)[C@@H]21	·	·	8%	31%[activator]	·	·	-2%	·	-6%	·
Cc1c(NC(=O)C23CC4CC(CC(C)(C4)C2)C3)c(=O)n(-c2ccccc2)n1C	-6%	-6%	-2%	7%	12%	0%	0%	-2%	-9%	-2%
CN(C(=S)NC(=O)c1ccccc1Br)C1CCCCC1	0%	3.2µM*	1%	·	0.89µM*	0%	-2%	2%	16%	-6%
O=C(Nc1ccc(Cl)cn1)c1cccc(F)c1	3%	-1%	0%	-9%	-11%	11µM*	?	?	?	?
COc1cccc(CNC(=O)CCn2ccc3cc(S(=O)(=O)N4CCCC4)ccc32)c1	2%	23%	-23%	6%	6%	-1%&1%	-2%	-5%	-6%	-2%
O=C(O)CNC(=O)c1ccc(S(=O)(=O)N2CCOCC2)cc1	-6%	-1%	10%	·	5%	1%	8%	-1%	-3%	2%
Cc1ccc2oc(C(=O)N3CCCCCC3)c(C)c2c1	-3%	-9%	5.6µM*	-1%	16%	15µM*	18µM*	2.2µM*	19%	·
Cc1ccc(-n2nnnc2SCC(=O)c2cc(C)n(CC3CCCO3)c2C)cc1 (stereo not drawn)	2%	0%	-2%	13%	4%	-17%	0%	30%	6%	15%
Cc1ccccc1OCC(=O)OCC(=O)Nc1ccc(N2CCOCC2)cc1	1%	-8%	-15%	11%	0%	-8%	-2%	-6%	1%	1%
CCOC(=O)CN(Cc1ccc(OC)c(OC)c1)S(=O)(=O)c1ccc(OC)cc1	-4%	-14%	-3%	4%	42%	0%	-6%	-5%	0%	1%
O=C(COC(=O)c1cc(-c2ccccc2Cl)nc2ccccc12)Nc1ncc(C(F)(F)F)cc1Cl	-2%	-3%	-2%	-3%	2%	2%	0%	1%	2%	1%
CCc1ccc(OCC(=O)N(C)C2CCS(=O)(=O)C2)cc1 (stereo not drawn)	-18%	-21%	2%	5%	1%	-3%	-6%	6%	-4%	2%
COc1ccccc1NS(=O)(=O)c1ccc(O)c(C(=O)OCc2cccc([N+](=O)[O-])c2)c1	9%	-2%	-2%	0%	-2%	-19%	2%	-7%	-1%	2%
CC(/C=C/C=C/c1ccccc1)=N/NC(=O)CNc1ccccc1C	0%	13%	-23%	6%	0%	2%	1%	2%	9%	-3%
CCCCOc1ccc(C(=O)NCC(=O)NNC(=O)C2COc3ccccc3O2)cc1 (stereo not drawn)	·	·	9%	-3%	·	4%	1%	-6%	-2%	1%
N#Cc1ccccc1S(=O)(=O)N1CCN(C(=O)c2cc3c(s2)CCC3)CC1	·	·	2%	1%	·	-10%	1%	0%	12%	0%
CCOC(=O)C(=CNc1ccc(Cl)cn1)C(=O)OCC	-3%	-1%	7%	-4%	15%	-16%	-11%	-4%	-4%	-13%
O=C(CC12CC3CC(CC(C3)C1)C2)NC(=S)NCc1ccccc1	-11%	1.6µM*	-34%	-1%	2µM*	1%	-2%	-6%	-14%	-1%
O=C1C2C(C(=O)N1/N=C/c1cc(Br)cc([N+](=O)[O-])c1O)C1C=CC2C12CC2 (stereo not drawn)	0%	-5%	-43%	-7%	-24%	?	-3%	-1%	12%	-2%
CC(Oc1ccc2c3c(c(=O)oc2c1)CCC3)C(=O)NC1CCN(Cc2ccccc2)CC1 (stereo not drawn)	7%	-13%	9%	7%	-16%	0%	5%	-2%	-7%	-11%
Cc1ccc2cc(CN(Cc3ccco3)C(=O)c3ccco3)c3nnnn3c2c1	-3%	1%	-6%	-3%	5%	-4%	-2%	-4%	10%	3%
CCCCCn1c(=O)[nH]c2cc(C(=O)N3CCN(Cc4ccc5c(c4)OCO5)CC3)ccc2c1=O	-6%	?	-33%	0%	?	1%	-6%	-27%	1%	-39%[inhibitor]
CC(C)Oc1ccc(N2CC(C(=O)Nc3ccccn3)CC2=O)cc1 (stereo not drawn)	0%	4%	-3%	4%	26%	2%	-3%	-5%	-2%	1%
Cc1cc(C)c(-n2nnnc2SCC(=O)c2cc3ccccc3o2)c(C)c1	-6%	9%	-23%	6%	-27%	1%	-3%	-2%	0%	-3%
Cc1cc(=O)c2c(C)nn(-c3ccccc3)c2[nH]1	-1%	-5%	3%	-6%	3%	7%	-6%	-4%	4%	-7%
O=c1cc(-c2ccccc2)nc(SCc2ccc(Cl)cc2)[nH]1	-4%	-15%	-14%	4%	-4%	1%	2%	1%	-1%	0%
c1ccc(Cn2nnnc2C(c2cccs2)N2CCSCC2)cc1 (stereo not drawn)	0%	-7%	5%	-12%	-14%	0%	-3%	1%	-6%	1%
COC(=O)[C@H](C)NC(=O)Nc1ccc(OC(F)(F)F)cc1	-7%	6%	3%	12%	5%	0%	2%	3%	-4%	-4%
O=C(COc1ccc2c(c1)oc(=O)c1ccccc12)NCC1CCC(C(=O)O)CC1 (stereo not drawn)	-8%	-1%	7%	7%	-9%	?	6%	-3%	·	-5%
CCCN1CCC(N2CCN(c3ccc([N+](=O)[O-])cc3)CC2)CC1	?	1%	0%	-9%	?	2%	-5%	-1%	11%	-2%
O=C(NO)c1ccc(C(=O)N(C2CCCCC2)C2CCCCC2)cc1	-10%	2%	-57%	-5%	-20%	8%	-6%	0%	2%	-4%

Outcome played no part in choosing rows. Share with any hit: about 13%.
